Myeloid diff 2 – myeloid differentiation induction; ER-HoxA9 myeloid progenitors, lysozyme-GFP differentiation, flow cytometry; calls only at 10 µM; 360,000 tested, 1% active; AID 624256;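 active = normalized GFP-positive differentiation at or above the plate's own cutoff, the solvent-only control mean plus 3 SD; inconclusive = no clear call, values can overlap the other calls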;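 also: cells exposed to compound for four days before flow analysis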
Myeloid diff 2 GFP+ MAC1+ % – second read-out of Myeloid diff 2, no call of its own (marks repeat the call); GFP+ MAC1+ double positive, %; measured here: differentiation confirmed by MAC1 staining
* marks the source's active call; other numbers are inactive results; i = inactive; ? = inconclusive; . = not tested or not shown; + = active, no number. Only part of the results is shown; the hit share may differ from the screen's.

molecule	Myeloid diff 2	Myeloid diff 2 GFP+ MAC1+ %
CCCCNC(=O)C[C@@H]1C[C@@]2(C(=O)OCC)CCCC=C2N(Cc2ccco2)C1=O	i	1.0
COc1ccccc1C(=O)NCCC(=O)N1CCN(C(C)=O)CC1	i	0.6
CCCCN(C)c1c(C)nc2ccc(C(=O)N(C)CCN(C)C)cn12	i	2.0
CC1CC(C)CN(C(=O)CN2C(=O)NC(c3ccccc3)(c3ccccc3)C2=O)C1 (configuration not stated)	i	0.3
Nn1c(COc2ccccc2F)nnc1SCC(=O)NCC1CCCO1 (configuration not stated)	i	1.1
COC(=O)[C@]12CCCCC=C1N(CCc1ccc(OC)c(OC)c1)C(=O)[C@H](CC(=O)N1CCOCC1)C2	i	2.6
CCOC(=O)C1=C(C)Nc2ccccc2N/C1=N\S(=O)(=O)c1cc(C(=O)O)ccc1Cl	i	0.4
O=C(Nc1ccc(S(=O)(=O)Nc2ncccn2)cc1)c1ccc(Br)cc1	i	0.2
COc1ccc(Cl)cc1Cn1c(C)c(C(=O)N(C)Cc2ccc(F)cc2)sc1=O	i	2.8
CCOc1ccc(NC(=O)COC(=O)c2ccc3c(c2)OCO3)cc1	i	0.5
Cc1ccc([C@H]2C(C(=O)O)=CC[C@@H](c3ccc(C)cc3)N2S(=O)(=O)c2ccc(C)cc2)cc1	i	0.7
Cc1ccc(S(=O)(=O)N2C[C@]3(O)C[C@@H]4C(=O)N(c5ccccc5)C(=O)[C@@H]4C[C@]3(OC(=O)NCc3ccco3)C2)cc1	i	0.8
O=C1NC[C@H](CCCCN2C[C@H](Cc3ccccc3)N(CCC3CCCCC3)C(=O)C2=O)N(CC2CCCCC2)C1=O	i	0.7
CC1(NC(=O)Nc2cccc(Br)c2)CCS(=O)(=O)C1 (configuration not stated)	i	1.2
Cc1ccn2c(=O)nc(SCC(=O)N3CCCc4ccccc43)nc2c1	i	1.0
CCNC(=O)C1(C)CCN(C(=O)c2ccc(OC)c(OC)c2)C1 (configuration not stated)	i	0.1
COc1ccc(CC(=O)N[C@@H]2c3ccccc3CC[C@@H]2OCc2ccccc2)cc1	i	0.2
COC(=O)C(Cc1ccccc1)NC(=O)c1ccc(NS(=O)(=O)c2ccc3[nH]c(=O)[nH]c3c2)cc1 (configuration not stated)	?	.
O=C(OCCOc1ccc(Cl)cc1)c1cc(S(=O)(=O)N2CCCCC2)ccc1N1CCOCC1	i	0.8
Cc1ccc([C@H]2N[C@]3(CCCN(Cc4ccc(C(F)(F)F)cc4)C3=O)[C@H]3C(=O)N(C)C(=O)[C@@H]23)cc1	i	0.6
O=C(CSc1nnc(N2CCOCC2)n1-c1cccc(F)c1)N1CCN(c2ccccn2)CC1	i	0.3
CC1=NC(C)(C)CC2CCC(O)C12 (configuration not stated)	i	0.8
COC(=O)C1=CN(c2ccc(Oc3ccccc3)cc2)C(N)=C(C#N)C1c1ccc(-c2ccccc2)cc1 (configuration not stated)	i	0.9
C[N+]1(C)CCCC(OC(=O)C(O)(c2ccccc2)c2ccccc2)C1 (configuration not stated)	i	3.6
O=C1c2cc([N+](=O)[O-])ccc2-c2cc(Cl)c(NC(=O)C(F)(F)F)cc21	i	1.9
Cc1ccccc1-c1csc(C(C)(O)c2ccc(F)c(F)c2)n1 (configuration not stated)	i	0.1
COCCNC(=O)C1CCCN(C(=O)c2ccnc(Cl)c2)CC1 (configuration not stated)	i	1.3
COc1ccc(N(C=O)C(C(=O)Nc2c(C)cccc2C)c2ccccc2)cc1 (configuration not stated)	i	0.3
COc1ccc(C(=O)C=Cc2ccc3c(c2)OCO3)cc1OC	i	0.4
Cc1cccc(NC(=O)COc2coc(CN3CCN(c4ccccc4)CC3)cc2=O)c1C	i	1.2
O=C(NCc1cccnc1)c1cc(C2CCCCN2C(=O)OCCF)on1 (configuration not stated)	i	1.1
COc1cc(CNC[C@H]2O[C@@H](n3cc(C)c(=O)[nH]c3=O)C[C@@H]2O)ccc1OCc1cccc(Cl)c1	i	0.2
CC[C@]12c3[nH]c4ccc(Cl)cc4c3CCN1C(=O)[C@@H](CC(=O)NCc1cccc(C(F)(F)F)c1)C[C@@H]2C(=O)N1CCN(C(=O)c2ccco2)CC1	i	0.6
O=C(O)c1ccc([N+](=O)[O-])nc1	i	0.6
CSc1ncccc1C(=O)OCC(=O)NC(C)CCc1ccccc1 (configuration not stated)	i	0.7
Cc1cc2oc(=O)cc(CN(C)Cc3ccccc3)c2cc1C	i	0.2
CCCCN1C2=NC(c3ccccc3)CN2c2ccccc21 (configuration not stated)	i	0.3
COc1ccc(C2=NOC(C)(c3nnc(-c4ccc(Cl)cc4)o3)C2)cc1 (configuration not stated)	i	1.4
CC(=O)Nc1cccc(NS(=O)(=O)c2ccc3c(c2)CCC(=O)N3)c1	i	0.5
COc1ccc(NC(=O)COC(=O)c2ccccc2SCC(=O)N2CCCC2)cc1	i	0.5
CSCCC(NC(=O)c1cccc(S(=O)(=O)N2CCOCC2)c1)c1nc2ccccc2[nH]1 (configuration not stated)	i	0.1
COc1ccc(C(CNC(=O)c2cccc(S(=O)(=O)Nc3ccc(F)cc3)c2)N2CCOCC2)cc1 (configuration not stated)	i	1.0
CC1(C(=O)Nc2ccc3c(c2)OCCO3)CCN1Cc1ccccc1OC(F)F (configuration not stated)	i	0.2
Cc1ccc(CNC(=O)c2ccc(N3CCC4(CC3)CC(c3cccc(Br)c3)=NO4)c(NC(=O)c3ccccc3)c2)cc1	i	2.3
COc1cc2oc(=O)cc(CN3CCN(c4ccccc4F)CC3)c2cc1Cl	i	0.3
O=C(CN1C(=O)C2CCCCC2C1=O)Nc1cc(C(F)(F)F)ccc1N1CCCC1 (configuration not stated)	i	0.5
CSc1cccc(N2CC(C(=O)NCCC3=CCCCC3)CC2=O)c1 (configuration not stated)	i	0.8
COc1ccc(S(=O)(=O)N2CCN(CC(=O)Nc3cc(Cl)ccc3Cl)CC2)cc1	i	1.0
C[C@H](CO)N1C[C@H](C)[C@H](CN(C)C(=O)Nc2ccnc(N3CCOCC3)c2)OCc2cnnn2CCCC1=O	i	0.5
CCCCC1Cc2[nH][nH]c(=O)c2C(c2ccc(F)cc2)O1 (configuration not stated)	i	0.4

New compounds follow.
Structure,Myeloid diff 2,Myeloid diff 2 GFP+ MAC1+ %
N#Cc1cccc(NC(=O)c2cc(C3CCCCN3C(=O)c3ccccn3)on2)c1 (configuration not stated),i,2.4
COc1ccccc1N(C)S(=O)(=O)c1ccc(Cl)c(C(=O)Nc2ccncc2)c1,i,0.8
O=C(COC(=O)c1ccccc1O)NCc1ccc2c(c1)OCO2,i,0.8
CN(C)CCn1c2c(c(SCC(=O)NCc3ccccc3)nc1=O)CCCC2,i,0.4
O=C(OCC(=O)N(C1CCCCC1)C1CCCCC1)c1ccc(Cl)nc1,i,0.4
C#CCOCCOCCOCCNc1nc(N2CCN(C(=O)C([C@@H](C)O)n3cc([C@@H](N)CCCCN)nn3)CC2)nc(N2CCN(C(=O)[C@H](CCCCN)n3cc([C@@H](N)CC(N)=O)nn3)CC2)n1 (some centres not stated),i,2.0
O=C(CN1C(=O)NC2(CCCCC2)C1=O)N1CCN(c2ncccn2)CC1,i,0.9
Nc1c(N(CCCO)C(=O)C2CCCC2)c(=O)[nH]c(=O)n1Cc1ccccc1,i,0.5
O=C(Cc1c(F)cccc1Cl)Nc1cccc(S(=O)(=O)NC2=NCCCCC2)c1,i,1.4
COc1nc(=O)n(C2C=CC(=O)O2)cc1F (configuration not stated),?,.
CN(Cc1ccc(Cl)cc1Cl)C(=O)c1cccc(S(=O)(=O)NCc2ccccc2)c1,i,1.8
O=C(CN(CC(=O)N1CCOCC1)S(=O)(=O)c1ccc(Br)s1)N1CCOCC1,i,2.0
COc1ccc(S(=O)(=O)N2CCCCCC2)cc1NC(=O)CN(C)Cc1ccc2c(c1)OCO2,+,5.4*
N#Cc1ccc(OCC(=O)NCC2COc3ccccc3O2)cc1 (configuration not stated),i,1.0
CCc1nc2c(OCc3ccc(C(=O)N(C)C)cc3)cccn2c1N(C)C(=O)c1ccc(C)cc1,i,0.6
N#CCCN(C(=O)COC(=O)CCc1c[nH]c2ccccc12)c1ccccc1,i,0.5
O=C(COC(=O)Cc1n[nH]c(=O)c2ccccc12)Nc1ccc(Cl)cn1,i,0.8
C#CCOCCOCCOCCNc1nc(N2CCN(C(=O)CCCCCCCCCCNC(=O)[C@H](CCCCN)n3cc(CCCC(=O)O)nn3)CC2)nc(N2CCN(C(=O)CCCCCCCCCCNC(=O)[C@H](CCCN=C(N)N)n3cc(C[C@@H](C)CC)nn3)CC2)n1,i,2.4
CCN1CCN(c2ccc(Cl)cc2NC(=O)c2ccco2)CC1,i,0.3
c1ccc2sc(-n3cc(C4CCCCC4)nn3)nc2c1,i,2.2
O=C1NC(=O)C(=O)N1,i,6.5
CC1=C(C(=O)N(C)C)CC(CC(=O)NCCc2ccccn2)C(=O)N1CCC1=CCCCC1 (configuration not stated),i,1.0
O=C(c1ccc(S(=O)(=O)Cc2cc(F)ccc2F)c([N+](=O)[O-])c1)N1CCOCC1,i,4.3
CCCCOCCCNC(=O)C[C@@H]1C[C@@]2(C(=O)OCC)CCC=C2N(Cc2ccco2)C1=O,i,0.9
CN(CC(=O)Nc1ccccc1Cl)C(=O)CN1C(=O)NC(c2ccccc2)(c2ccccc2)C1=O,i,0.4
CC(OC(=O)c1cc[n+]([O-])cc1)C(=O)Nc1ccc(C(N)=O)cc1 (configuration not stated),i,0.5
Cc1[nH]c2ccc(C(=O)OCC(=O)Nc3cccc(S(N)(=O)=O)c3)cc2c1C,i,0.8
Cc1ccc(NC(=O)CN(C)C(=O)c2cccc(-n3cccc3)c2)cc1,i,0.8
Cc1cccc(C)c1-n1nnnc1C1(C)CCC(=O)N1CCc1ccccc1F (configuration not stated),i,1.1
NC(=O)c1nccc2ccccc12,i,0.7
Cc1ccc(Cc2c(-c3ccc(Br)cc3)nc3ccc(Br)cn23)cc1,i,0.6
O=C(NNC(=O)c1ccc(Br)s1)c1ccc(F)c(S(=O)(=O)N2CCOCC2)c1,i,0.6
NC(=O)C1CC(=O)N(c2ccc(OCc3ccc(Cl)c(Cl)c3)cc2)C1 (configuration not stated),i,0.1
CCCCCCCCN1C(=O)[C@H](CC(=O)NCc2ccc(C)o2)C[C@@]2(C(=O)OCC)CCC=C12,i,1.8
Cc1ccc(-c2cc(NC=O)c3ncc(-c4cccc(C(=O)N(C)C)c4)n3c2)cc1,i,2.2
Cc1cc(C)n2nc(C(=O)OCC(=O)Nc3ccc(C)c(S(=O)(=O)N4CCOCC4)c3)nc2n1,i,1.2
COCCNC(=O)c1cc(S(=O)(=O)N(C)C2CCCCC2)ccc1Cl,i,1.8
CN1CCN(C(=O)c2ccc3c(c2)N(Cc2cccc(Cl)c2)C(=O)c2ccccc2S3=O)CC1 (configuration not stated),i,3.6
N#CC1(NC(=O)COc2cccnc2[N+](=O)[O-])CCCCC1,i,0.7
C=CCSc1nnc(NC(=O)CSCc2c(C)noc2C)s1,i,1.3
COc1ccc(Br)cc1/C=N/NS(=O)(=O)c1ccccc1,i,0.4
Cc1cc(C(=O)OCC(=O)N2CCC(C)CC2)c2ccccc2n1,i,0.5
CC(C)NC(=O)N(C)C[C@@H]1Oc2cc(Br)ccc2S(=O)(=O)N([C@@H](C)CO)C[C@H]1C,i,0.7
CCCCn1nnnc1C1(C)CCC(=O)N1CCc1ccc(OC)c(OC)c1 (configuration not stated),i,1.3
O=C(CCS(=O)(=O)c1ccc(Cl)cc1)N1CCN(c2ccc(F)cc2)CC1,i,0.4
O=C(COC(=O)CCNS(=O)(=O)c1ccccc1)NC(=O)c1ccccc1,i,1.0
O=C(Nc1cccc(OC(F)(F)F)c1)[C@@H]1O[C@H](CO)[C@H](O)[C@H](O)[C@H]1O,i,0.9
Cc1ccc(F)cc1C(=O)N1CCCC1(C)C(=O)NCC(C)C (configuration not stated),i,0.4
Cc1ccc(NC(=O)CN(C)C(=O)c2cccc(S(=O)(=O)N3CCc4ccccc4C3)c2)cc1,i,0.9
CC(C)C[C@H]1COc2cc(N3CCN(Cc4ccccc4F)CC3)ccc2S(=O)(=O)N1,i,0.6
O=c1oc(CCO)cc2ccccc12,i,1.8
O=C(CN1C(=O)NC2(CCCC2)C1=O)OCc1ccccc1,i,1.5

Screens: PubChem BioAssay, NMMLSC
